# Assay outcomes as filed in PubChem.
# RGS8-Gao: RGS8-Galphao binding modulators, primary screen, biochemical, multiplexed bead flow cytometry; response (percent of control binding), % at 10 µM; AID 1423, 2008; 0.34% of 220,000 active; Guanine nucleotide-binding protein G(o) subunit alpha (Homo sapiens), P09471; actives lie on both sides; in the data active = response below about 60% or above about 140%; inactive = in between;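 also: Galphao activated as the GDP aluminium fluoride complex binding bead-coupled RGS8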
# Target sequence (P09471 whole entry, looked up): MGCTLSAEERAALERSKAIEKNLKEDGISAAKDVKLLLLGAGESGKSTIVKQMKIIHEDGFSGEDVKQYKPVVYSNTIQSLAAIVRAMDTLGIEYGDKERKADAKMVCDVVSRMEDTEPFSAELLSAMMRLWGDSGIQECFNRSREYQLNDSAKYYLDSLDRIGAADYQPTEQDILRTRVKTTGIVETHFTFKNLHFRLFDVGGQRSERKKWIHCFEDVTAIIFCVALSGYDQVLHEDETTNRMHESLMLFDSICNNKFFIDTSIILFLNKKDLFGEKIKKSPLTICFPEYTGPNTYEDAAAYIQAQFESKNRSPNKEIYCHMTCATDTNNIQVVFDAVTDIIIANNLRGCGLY
# ABCB1 inh: ABCB1 efflux pump inhibitors, primary screen, cell-based, multiplex, flow cytometry, ABCG2 counter-screen; CCRF-Adr cells, JC-1 efflux; inhibition, % at 6.6 µM; 0.067% of 190,000 active; AID 1326, 2008; ATP-dependent translocase ABCB1 (Homo sapiens), P08183; in the data active = inhibition above about 40%;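 also: 0% = vehicle and 100% = reference inhibitor; higher value means more JC-1 retained so stronger ABCB1 efflux block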
# GSH fluor: compound fluorescence on glutathione beads, profiling panel, artefact control, biophysical, 488/530 nm, flow cytometry | fluorescence (KMESF) at 10 µM | AID 1776, 2009 | GSH beads flow cytometry, compound fluorescence 488/530 nm; active compounds read high | 0.25% of 190,000 active; in the data active = fluorescence above about 89;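 also: glutathione beads carrying GST-tagged Bcl family fusion proteins plus one bare bead set; values are compound well signal with DMSO vehicle wells as background; inactives centre near 16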
# RGS7-Gao reg: RGS7-Galphao binding modulators, primary screen, biochemical, multiplexed bead flow cytometry; actives lie on both sides; binding response (% of control), % at 10 µM; 0.35% of 220,000 active; AID 1439, 2008; in the data active = binding response below about 49% or above about 150%; inconclusive = no clear call, values can overlap the other calls; inactive = in between;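 also: fluorescent Galphao held in activated GDP-AlF4 state binding bead-coupled RGS7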
# RGS4-Gao reg: modulators of RGS4 binding to Galphao, primary screen, biochemical, multiplexed bead flow cytometry | 0.33% of 220,000 active | actives lie on both sides | AID 1415, 2008 | Guanine nucleotide-binding protein G(o) subunit alpha (Homo sapiens), P09471 | binding response (% of control), % at 10 µM; in the data active = binding response below about 49% or above about 150%; inactive = in between;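 also: fluorescent Galphao activated with aluminum fluoride binding bead-coupled RGS4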
# ABCG2 inh: ABCG2 efflux pump inhibitors, primary screen, multiplex with ABCB1, IgMXP3 cells, flow cytometry; inhibition, % at 6.6 µM; Broad substrate specificity ATP-binding cassette transporter ABCG2 (Homo sapiens), Q9UNQ0; 0.1% of 190,000 active; AID 1325, 2008; JC-1 efflux;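 active = inhibition above 80%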;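 also: 0% = DMSO and 100% = nicardipine control wells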
#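 Read-out basis: Efflux inhibition in percent versus controls | Test system: ABCG2 IgMXP3 and barcoded ABCB1 CCRF-Adr cell mix | Quantity: 3 million cells/mL in well | Schedule: 10 min at 25 °C | Control set: Nicardipine as high control, DMSO as low control | Reagent: JC-1 as fluorescent efflux pump substrate | Signal: Flow cytometry of retained JC-1 fluorescence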
# Bcl-B Bim block: inhibitors of Bim-Bcl-B binding, primary screen, biochemical, multiplexed, human Bcl-2 family; AID 951, 2007; bead-based flow cytometry, Bim peptide-Bcl-B binding; 0.073% of 190,000 active; inhibition, % at 10 µM; Bcl-2-like protein 10 (Homo sapiens), Q9HD36;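 also: 0% = tracer peptide without compound and 100% = reference inhibitor peptide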
# Bim-Bfl-1: inhibitors of Bim binding to Bfl-1, primary screen, biochemical, multiplexed, bead-based flow cytometry | Bcl-2-related protein A1 (Homo sapiens), Q16548 | Bim-Bfl-1 binding inhibition | inhibition, % at 10 µM | 0.12% of 190,000 active | AID 1008, 2008;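 also: 0% = wells without compound plus tracer and 100% = blocker peptide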
# Bcl-XL Bim block: inhibitors of Bim-Bcl-XL binding, primary screen, biochemical, multiplexed, bead flow cytometry, human Bcl-XL. Bcl-2-like protein 1 (Homo sapiens), Q07817. Bim peptide-Bcl-XL binding, fluorescence. inhibition, % at 10 µM. 0.04% of 190,000 active
# Target sequence (Q07817 whole entry, looked up): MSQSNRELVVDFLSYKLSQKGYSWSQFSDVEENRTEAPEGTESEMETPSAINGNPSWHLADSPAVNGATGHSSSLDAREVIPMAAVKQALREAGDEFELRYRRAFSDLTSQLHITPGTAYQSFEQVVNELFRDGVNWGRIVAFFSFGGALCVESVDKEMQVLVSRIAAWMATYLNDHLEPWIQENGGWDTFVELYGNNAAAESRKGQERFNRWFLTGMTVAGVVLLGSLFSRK
# Bim-Bcl-W: inhibitors of Bim binding to Bcl-W, primary screen, biochemical, multiplexed, bead-based flow cytometry; AID 952, 2007; Bim peptide-Bcl-W binding; Bcl-2-like protein 2 (Homo sapiens), Q92843; inhibition, % at 10 µM; 0.02% of 190,000 active;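 also: 0% = bound tracer without compound and 100% = peptide blocker; higher means less fluorescent Bim peptide bound to Bcl-W beads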
# Target sequence (Q92843 whole entry, looked up): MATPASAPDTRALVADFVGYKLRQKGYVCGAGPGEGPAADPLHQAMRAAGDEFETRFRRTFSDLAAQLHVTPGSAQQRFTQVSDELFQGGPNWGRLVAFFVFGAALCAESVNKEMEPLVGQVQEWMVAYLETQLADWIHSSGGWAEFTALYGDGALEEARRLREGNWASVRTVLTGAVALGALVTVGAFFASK
# Bcl-2 Bim block: inhibitors of Bim-Bcl-2 binding, primary screen, biochemical, multiplexed, human Bcl-2 family; AID 950, 2007; Bead-based flow cytometry, Bim peptide-Bcl-2 binding; 0.06% of 190,000 active; inhibition, % at 10 µM; Apoptosis regulator Bcl-2 (Homo sapiens), P10415; in the data active = inhibition above about 40%; inconclusive = no clear call, values can overlap the other calls;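 also: 0% = no compound wells with probe peptide and 100% = reference peptide inhibitor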
# Target sequence (P10415 whole entry, looked up): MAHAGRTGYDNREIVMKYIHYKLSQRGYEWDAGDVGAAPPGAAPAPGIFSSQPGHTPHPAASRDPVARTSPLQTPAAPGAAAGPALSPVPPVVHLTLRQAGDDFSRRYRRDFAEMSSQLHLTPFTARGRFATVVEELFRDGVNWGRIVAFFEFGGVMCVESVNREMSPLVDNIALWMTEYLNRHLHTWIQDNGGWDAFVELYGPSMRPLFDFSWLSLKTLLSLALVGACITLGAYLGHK
# Active calls of the source: *; ? = inconclusive; . = not tested or not shown. Rule as the data show it, unless noted: active = inhibition above about 40%.
SMILES,RGS8-Gao,ABCB1 inh,GSH fluor,RGS7-Gao reg,RGS4-Gao reg,ABCG2 inh,Bcl-B Bim block,Bim-Bfl-1,Bcl-XL Bim block,Bim-Bcl-W,Bcl-2 Bim block
O=C(COC(=O)/C=C/c1cccs1)NC(=O)Cc1ccccc1,89,0.4,41,96,98,2,-4,0,-2,-3,-4
Cc1cc(C)n(-c2ccc([N+](=O)[O-])cc2)n1,99,0.3,9,102,96,14,-5,-11,0,0,-4
COc1ccc(CCNC(=O)Cn2nnc(-c3ccc(N(C)C)cc3)n2)cc1OC,101,0.5,20,99,102,1,-5,3,7,0,20
Cc1[nH]c2ccccc2c1/C=N/Nc1nc(N2CCCCC2)nc(N2CCCCC2)n1,104,-0.1,8,98,99,-3,-2,1,-2,3,2
Cc1nc2c(Cl)cccc2[nH]1,103,.,18,103,103,.,-4,-10,1,3,2
CC(C)CNS(=O)(=O)c1ccc(CCC(=O)NC2CCCC2)cc1,99,0.5,17,?,101,8,-7,-2,-3,-1,-5
CCC(C)(C(=O)NC1CCCC1)N(C(=O)CC1NC(=O)NC1=O)c1c(C)n(C)n(-c2ccccc2)c1=O (configuration not stated),98,0.2,20,100,103,2,-5,-2,1,-2,0
CN(C)CCC1CCN(c2cc(C#N)c(C#N)cc2[N+](=O)[O-])CC1,100,0.3,14,103,103,3,-15,1,-4,1,-5
O=C(Cc1c(Sc2ccccc2)c2ccccc2n1Cc1ccccc1)NCCO,102,0.6,23,99,101,1,0,-2,-4,1,-2
CC(C)Oc1cccc(C(=O)NC(=S)NCc2cccnc2)c1,105,-0.1,9,97,104,7,-6,-4,-5,-4,-5
Cc1cc(C)nc(SCc2nnc(SCC(=O)Nc3ncc(C)s3)n2Cc2ccco2)n1,101,0.0,13,103,103,0,-10,-5,-7,-6,-7
O=C(CSc1ccc2c(c1)OCCO2)Nc1cccnc1Cl,102,-0.9,11,97,103,7,-4,-6,-2,-1,-4
O=C(O)C1CCCN1S(=O)(=O)c1cccs1 (configuration not stated),98,0.5,32,91,96,-1,-7,-14,-9,0,-12
O=C1OCCC1Sc1nnc(-c2ccc(Cl)cc2)n1Cc1ccccc1 (configuration not stated),100,0.0,12,102,102,0,-9,-9,-4,-7,-9
Cc1cc([N+](=O)[O-])ccc1NC(=O)c1ccco1,102,0.2,9,103,101,13,-6,-5,-2,-2,-5
CN/N=C/c1ccc(C#N)cc1,106,0.4,16,104,99,2,-7,-7,-3,-6,-5
CCOC(=O)C1=C(C)NC(C)=C(C(=O)OCC)C1c1ccc(OC)cc1,95,2.1,10,86,87,6,0,0,0,-2,-1
Cc1ccc(NC(=O)COC(=O)Cc2ccsc2)c(C)c1,103,-0.1,16,99,101,0,-3,-4,-2,-3,-1
COC(=O)c1ccc(COC(=O)C23CC4CC(CC(O)(C4)C2)C3)o1,102,0.5,27,97,99,2,-12,-17,-14,-2,-12
CN(C)C(CNC(=O)c1ccc(S(=O)(=O)N(C)C)cc1)Cc1ccccc1 (configuration not stated),101,0.5,13,?,100,3,0,-7,0,4,-1

# Some of these compounds in order of SMILES length, descending:
SMILES,RGS8-Gao,ABCB1 inh,GSH fluor,RGS7-Gao reg,RGS4-Gao reg,ABCG2 inh,Bcl-B Bim block,Bim-Bfl-1,Bcl-XL Bim block,Bim-Bcl-W,Bcl-2 Bim block
O=C(Cc1c(Sc2ccccc2)c2ccccc2n1Cc1ccccc1)NCCO,102,0.6,23,99,101,1,0,-2,-4,1,-2
O=C(O)C1CCCN1S(=O)(=O)c1cccs1 (configuration not stated),98,0.5,32,91,96,-1,-7,-14,-9,0,-12
Cc1nc2c(Cl)cccc2[nH]1,103,.,18,103,103,.,-4,-10,1,3,2

# The list goes on.
SMILES,RGS8-Gao,ABCB1 inh,GSH fluor,RGS7-Gao reg,RGS4-Gao reg,ABCG2 inh,Bcl-B Bim block,Bim-Bfl-1,Bcl-XL Bim block,Bim-Bcl-W,Bcl-2 Bim block
O=C(Nc1ccccc1C(=O)NCCN1CCOCC1)c1ccc(Cl)cc1Cl,103,1.7,19,104,102,4,3,-6,2,4,1
CCOCCCNC(=O)CN1CCN(Cc2ccccc2C)C1=O,93,-0.2,26,93,95,-1,5,7,6,3,6
CC/C(C)=N/Nc1nc2sc3c(c2c(=O)[nH]1)CC(C)(C)OC3,98,-0.1,43,98,101,3,-3,-9,2,1,-6
CCN(CC)c1c([N+](=O)[O-])c(=O)sc2ccccc12,93,1.8,6,98,98,2,0,0,-2,-1,1
CCOC(=O)c1sc(NC(=O)CSc2nnc(Cc3ccccc3)o2)c(C#N)c1C,75,-0.2,32,135,101,-1,-41,27,0,-1,-9
COc1ccc2[nH]cc(CC(=O)O)c2c1,107,0.5,18,103,103,2,-1,0,-1,-1,-1
CC1CCCN(c2cc3c(cc2[N+](=O)[O-])C(=O)N(c2ccccc2)C3=O)C1 (configuration not stated),98,1.2,12,99,102,15,-9,-14,-4,-4,-6
Cc1ccc(CCN2C(=O)CCC2(C)C(=O)NC2CCCC2)cc1 (configuration not stated),99,-0.8,15,100,85,-2,-11,-5,-4,-5,-8
CCOC(=O)NC(=O)COC(=O)c1cccc2ccccc12,104,1.4,15,?,104,10,-3,-5,0,3,-6
O=C(NC(N1CCOCC1)C(Cl)(Cl)Cl)c1ccc(Br)cc1 (configuration not stated),102,0.1,14,99,98,11,-6,-6,-5,-1,-4
CCOc1ccccc1C(=O)NC(C(=O)Nc1ccccc1N1CCOCC1)C(C)C (configuration not stated),102,3.3,21,97,98,22,-8,-21,-7,-5,-13
CC(C)(C)[C@H]1C=C(C(=O)NCc2nc3ccccc3[nH]2)O[C@@H](OCCCCO)C1,106,0.2,21,106,107,1,-3,-4,0,0,0
O=C(Nc1cccnc1)c1ccc(-c2ccc(Cl)cc2)o1,101,-1.8,66,101,100,3,0,0,-3,0,0
Cc1cccc(Nc2nc(N)c([N+](=O)[O-])c(N3CC(C)CC(C)C3)n2)c1 (configuration not stated),102,0.6,3,103,100,12,-11,-1,-6,-6,-4
O=C(Cc1ccccc1)Nc1nnc(-c2cccs2)s1,98,0.2,27,92,88,3,-1,0,-3,-3,-2
O=C(Nc1ccc2c(c1)Cc1ccccc1-2)c1cccnc1,99,0.4,24,103,99,2,0,-4,0,0,0
COc1ccccc1-c1cc(C(=O)NCc2ccccc2)no1,100,0.2,15,103,101,1,-3,0,-1,0,0
Cc1cc(C)nc(NNC2=CC(=O)CC(C)(C)C2)n1,98,-0.4,16,102,100,0,-4,-5,0,-4,-7
CCCCC(=O)c1ccc(O)cc1,97,0.5,40,90,94,2,-4,-8,-10,2,0
COc1ccccc1NC(=S)N(CCc1c(C)[nH]c2ccccc12)Cc1cccs1,104,0.5,27,99,104,6,-7,-10,-5,1,-11
COc1ccccc1N1CCN(C(=O)CN(Cc2ccc(Cl)cc2)S(C)(=O)=O)CC1,101,2.2,23,99,101,1,-7,-16,-8,-1,-7
O=C(COc1ccccc1N1C(=O)c2ccccc2C1=O)c1ccc(Cl)cc1,102,1.3,35,104,100,6,-12,-18,-13,-6,-13
O=C(CCc1ccccc1)NC(=S)Nc1ccc2c(c1)C(=O)OC2,104,-0.4,19,?,102,9,-1,-1,0,-1,0
Cn1nnnc1P(=O)(c1ccccc1)c1ccccc1,97,0.4,6,100,104,1,1,10,-3,-6,7
OC(CSc1c(Cl)cccc1Cl)CN1CCN(c2ccc(F)cc2)CC1 (configuration not stated),96,0.5,49,97,97,3,-5,-9,-13,3,-5
COc1ccc(/C(C)=N/NC(=O)C2C3CCCCC32)c(OC)c1 (configuration not stated),98,-1.7,22,100,101,-6,2,0,1,-1,5
CSCC[C@H](NC(=O)OC(C)(C)C)C(=O)N/N=C/c1c(C)[nH]c(=O)[nH]c1=O,110,0.5,37,104,99,-2,-3,-13,-10,-13,-14
COc1cccc(CN2CCN(Cc3ccc(O)c(OC)c3)CC2CCO)c1 (configuration not stated),100,-0.1,11,97,104,0,-2,-6,-1,-3,-5
CCOC(=O)c1cc(NC(=O)c2ccc(Cl)cc2)c(=O)oc1-c1ccccc1,105,0.0,30,104,103,0,-4,-3,-8,0,-2
Cc1ccc2c(Cl)cc(Cl)c(OCC(=O)NC3CCS(=O)(=O)C3)c2n1 (configuration not stated),102,-0.8,12,100,99,13,-7,-3,-5,-6,-3
C=CCN1CCc2nc(N)sc2CC1,94,-0.7,18,100,96,0,4,11,-1,2,2

# A draw from above in order of length of the SMILES, high to low.
SMILES,RGS8-Gao,ABCB1 inh,GSH fluor,RGS7-Gao reg,RGS4-Gao reg,ABCG2 inh,Bcl-B Bim block,Bim-Bfl-1,Bcl-XL Bim block,Bim-Bcl-W,Bcl-2 Bim block
CSCC[C@H](NC(=O)OC(C)(C)C)C(=O)N/N=C/c1c(C)[nH]c(=O)[nH]c1=O,110,0.5,37,104,99,-2,-3,-13,-10,-13,-14
COc1ccccc1N1CCN(C(=O)CN(Cc2ccc(Cl)cc2)S(C)(=O)=O)CC1,101,2.2,23,99,101,1,-7,-16,-8,-1,-7
CCOC(=O)c1cc(NC(=O)c2ccc(Cl)cc2)c(=O)oc1-c1ccccc1,105,0.0,30,104,103,0,-4,-3,-8,0,-2
Cc1ccc2c(Cl)cc(Cl)c(OCC(=O)NC3CCS(=O)(=O)C3)c2n1 (configuration not stated),102,-0.8,12,100,99,13,-7,-3,-5,-6,-3
O=C(COc1ccccc1N1C(=O)c2ccccc2C1=O)c1ccc(Cl)cc1,102,1.3,35,104,100,6,-12,-18,-13,-6,-13
OC(CSc1c(Cl)cccc1Cl)CN1CCN(c2ccc(F)cc2)CC1 (configuration not stated),96,0.5,49,97,97,3,-5,-9,-13,3,-5
COc1ccc(/C(C)=N/NC(=O)C2C3CCCCC32)c(OC)c1 (configuration not stated),98,-1.7,22,100,101,-6,2,0,1,-1,5
O=C(Nc1ccc2c(c1)Cc1ccccc1-2)c1cccnc1,99,0.4,24,103,99,2,0,-4,0,0,0
COc1ccccc1-c1cc(C(=O)NCc2ccccc2)no1,100,0.2,15,103,101,1,-3,0,-1,0,0
Cn1nnnc1P(=O)(c1ccccc1)c1ccccc1,97,0.4,6,100,104,1,1,10,-3,-6,7
C=CCN1CCc2nc(N)sc2CC1,94,-0.7,18,100,96,0,4,11,-1,2,2
CCCCC(=O)c1ccc(O)cc1,97,0.5,40,90,94,2,-4,-8,-10,2,0

# The order is random (roughly 1.1% active in at least one column).
